Compound activity: PubChem, several laboratories
Bcl-B TR3 displacers: displacers of TR3 peptide from Bcl-B, primary screen, selectivity assay for Bfl-1 inhibitor project, biochemical, fluorescence polarization | FP displacement of FITC-TR3 peptide from Bcl-B; higher % means a stronger effect | displacement, % at 20 µM, or IC50 in µM where a hit was titrated | actives 0.11% (n = 96,000) | AID 748;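 active = displacement above 50% at 20 µM plus a fluorescence interference ratio under 1.5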;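 also: plate controls were wells without compound for no effect and wells lacking Bcl-B protein for full effect; a part of the inactive calls stands beside numbers as strong as those of hits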
MRP reversal: compounds reversing MRP-mediated drug resistance; actives 0.04% (n = 85,000); AID 602; H69AR cells + 2 uM doxorubicin, CellTiter-Glo, 72 h; differential viability (reversal), % at 10 µM;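 active = viability drop by adding the cancer drug above about 55%, with treated viability meeting a 40% cutoff, limit read from the data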;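 also: viability without doxorubicin minus viability with 2 µM doxorubicin for each compound; larger differential means the compound sensitizes cells more to doxorubicin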
NFkB transloc pot: enhances IL-1B driven NFkB nuclear translocation; HUVEC IL-1B NFkB p65 nuclear translocation imaging; actives 0.3% (n = 94,000); activation, % at 2 µM; AID 819;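 active = activation above 40%, about the mean plus 3 SD, also judged a hit on visual image review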;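 also: percent activation is computed from the nuclear over cytoplasmic p65 intensity ratio; values of inactives mirror those of a sister screen read the other way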
PLAP inhibition: inhibition of human placental alkaline phosphatase – biochemical, luminescence, HTS (AID 690); purified PLAP, luminescent substrate; higher % means a stronger effect; inhibition, % at 20 µM; hits with a dose series show IC50 in µM; actives 0.08% (n = 96,000); in the data active = a potency from the dose series; inactive = the rest, 99 in 100 with inhibition below about 30%; also: strong numbers were not always called active
IL1B NFkB inh: blocks IL-1B driven NFkB nuclear translocation in HUVEC cells; HUVEC IL-1B NFkB p65 nuclear translocation imaging; inhibition, % at 2 µM; actives 0.43% (n = 94,000); AID 796;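 active = inhibition above about 30% together with a positive call from visual inspection of the well image, limit read from the data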;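 also: nuclear over cytoplasmic p65 intensity ratio measured by imaging; 0% = IL-1B stimulated DMSO wells and 100% = unstimulated DMSO wells; values of inactives mirror those of a sister screen read the other way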
MRP reversal cytotoxicity: also measured in MRP reversal; calls as there; viability, %; H69AR cells, CellTiter-Glo, 72 h; measured here: cytotoxicity without doxorubicin
MRP reversal with doxorubicin: second read-out of MRP reversal, no call of its own (marks repeat the call); viability, %; measured here: viability with 2 uM doxorubicin; active compounds read low
IL1B NFkB inh cell count 2 µM: also measured in IL1B NFkB inh; calls as there; cell count; measured here: cells passing quality filter;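 raw number of nuclei counted in each imaged well without normalization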
NFkB transloc pot cell count 2 µM: further read-out of NFkB transloc pot, marked with its call; cell count; measured here: cells passing quality filter
Active calls of the source: *; x = no result given. These rows are one share of the data (hit frequency here may not be typical).

SMILES	Bcl-B TR3 displacers	MRP reversal	MRP reversal cytotoxicity	MRP reversal with doxorubicin	NFkB transloc pot	NFkB transloc pot cell count 2 µM	PLAP inhibition	IL1B NFkB inh	IL1B NFkB inh cell count 2 µM
CC(Oc1cc(C(F)(F)F)cc(C(F)(F)F)c1)C(=O)NC(N)=O (stereo unspecified)	12.5%	-14.7	89.7	104.4	-5.9	197	-8.1%	5.9	197
CCN(CC)CCN=C1CCCc2ccccc2N1	0.7%	12.2	92.1	79.9	-0.6	163	11.0%	0.6	163
COC(=O)c1ccccc1NC(=O)c1cc(-c2ccc(O)cc2)on1	-1.7%	-4.0	69.9	73.8	-5.2	65	14.0%	5.2	65
CCC(C)(C)n1nnnc1CN(Cc1ccco1)Cc1cc2cc3c(cc2[nH]c1=O)OCO3	-11.5%	11.9	70.9	59.1	-3.1	126	-4.9%	3.1	126
Cn1c(=O)oc2cc(S(=O)(=O)N3CCCC(C(=O)N4CCc5ccccc5C4)C3)ccc21 (stereo unspecified)	-1.2%	0.3	86.8	86.4	12.2	186	-58.9%	-12.2	186
CCCn1nnnc1-c1ccc(Cl)cc1	0.2%	x	x	x	4.9	112	-1.2%	-4.9	112
Cc1ccc(S(=O)(=O)NC(CC(=O)n2nc(C)cc2C)c2ccccc2)cc1 (stereo unspecified)	-10.0%	x	x	x	-9.2	152	-13.9%	9.2	152
Cc1cccc(OCC(O)CN2CCN(C3CCCCC3)CC2)c1 (stereo unspecified)	4.1%	5.3	82.5	77.1	x	x	-63.8%	x	x
COc1ccc(Cl)cc1NC(=O)CN(C)C(=O)CNC(=O)C12CC3CC(CC(C3)C1)C2	2.4%	x	x	x	36.0	166	-96.0%	-36.0	166
N#CCSCC(=O)Nc1ccc(Br)cc1	-14.1%	9.1	91.6	82.5	13.2	119	25.6%	-13.2	119
Cc1ccc(OCC(=O)Nc2ccc(O)c(C(=O)O)c2)cc1C	2.1%	-7.3	87.1	94.4	8.8	120	-10.7%	-8.8	120
c1csc(-c2ccc3ccccc3n2)c1	12.2%	-7.8	99.2	107.0	10.6	126	-0.4%	-10.6	126
COC(=O)CCSCC(=O)Nc1cc(C)on1	-5.2%	6.5	85.8	79.4	-2.1	100	-9.5%	2.1	100
Cc1cccc(-n2nnnc2SCC(=O)c2cc(C)n(CC3CCCO3)c2C)c1 (stereo unspecified)	8.2%	5.6	83.2	77.6	x	x	-41.7%	x	x
CCOC(=O)c1c(C)nc(-c2ccccc2)nc1NC(C)=O	13.7%	2.2	96.5	94.3	9.1	190	17.9%	-9.1	190
O=S(=O)(O)c1nc2ccccc2n1Cc1ccc(Cl)cc1Cl	-3.8%	9.5	103.2	93.7	-2.2	130	-28.6%	2.2	130
COC(=O)c1cc(NC(=O)CC2C(=O)NCCN2C(=O)c2ccccc2)cc(C(=O)OC)c1 (stereo unspecified)	-6.3%	7.3	87.7	80.5	18.6	147	-18.8%	-18.6	147
Nc1[nH]ncc1C(=O)Nc1cccc(C(F)(F)F)c1	2.6%	-8.0	78.3	86.3	7.2	74	-11.2%	-7.3	74
Cc1ccc(NCN2C(=O)c3ccccc3C2=O)c(C)c1	-4.9%	1.6	83.8	82.2	-3.3	109	-14.7%	3.3	109
CC(=O)Nc1ccc(S(=O)(=O)NCc2cn3ccsc3n2)cc1	x	11.8	109.9	98.2	-3.3	111	x	3.3	111

Next part; it opens with the three that closed the last part.
SMILES	Bcl-B TR3 displacers	MRP reversal	MRP reversal cytotoxicity	MRP reversal with doxorubicin	NFkB transloc pot	NFkB transloc pot cell count 2 µM	PLAP inhibition	IL1B NFkB inh	IL1B NFkB inh cell count 2 µM
Nc1[nH]ncc1C(=O)Nc1cccc(C(F)(F)F)c1	2.6%	-8.0	78.3	86.3	7.2	74	-11.2%	-7.3	74
Cc1ccc(NCN2C(=O)c3ccccc3C2=O)c(C)c1	-4.9%	1.6	83.8	82.2	-3.3	109	-14.7%	3.3	109
CC(=O)Nc1ccc(S(=O)(=O)NCc2cn3ccsc3n2)cc1	x	11.8	109.9	98.2	-3.3	111	x	3.3	111
COc1ccc(C(=O)Oc2ccc3c(c2)OCO3)cc1OC	-2.8%	5.1	105.2	100.1	-6.6	128	-0.6%	6.6	128
COc1cccc(-c2nn(-c3ccccc3)cc2C(=O)O)c1	-2.8%	2.5	81.2	78.7	-9.4	83	-2.8%	9.4	83
CN(C)S(=O)(=O)c1ccc(NC(=O)c2c(F)cccc2Cl)cc1	-5.3%	12.3	84.0	71.7	0.3	99	-2.2%	-0.3	99
Cc1ccc(CNC(=O)c2cc3c(=O)n4ccccc4nc3n(Cc3ccco3)c2=N)cc1	-51.6%	-20.7	47.4	68.0	x	x	-23.1%	x	x
CC1CCCC(C)N1S(=O)(=O)c1ccc(NC(=O)CCn2cnc3ccccc3c2=O)cc1 (stereo unspecified)	7.2%	2.9	79.5	76.6	-9.4	167	14.3%	9.4	167
COc1ccc(-c2ccnc3nc(-n4cccc4)nn23)cc1	-3.3%	x	x	x	6.3	117	0.9%	-6.3	117
COc1ccc2c(-c3ccccc3)cc(=O)[nH]c2c1	-0.2%	x	x	x	-12.6	185	17.9%	12.6	185
CN1CCN(C2=C(Cl)C(=O)N(C3CCCCC3)C2=O)CC1	-9.3%	-6.2	45.2	51.4	11.8	147	-4.9%	-11.9	147
CC(C)(C)n1nc2c(c1NC(=O)c1ccc(S(=O)(=O)N3CCCC3)cc1)CSC2	-8.3%	1.2	79.4	78.2	2.5	52	-59.5%	-2.5	52
COc1ccc(NC(=O)c2cccnc2C(=O)O)c(OC)c1	1.9%	-10.8	91.3	102.1	-1.6	126	-1.1%	1.6	126
Cc1ccc(-n2c(O)c(C=Nc3ccc4c(c3)OCO4)c3ccccc3c2=O)cc1C	-3.6%	x	x	x	16.9	135	-15.9%	-16.9	135
COCCn1c(C)cc(C(=O)CSc2nncn2-c2ccccc2)c1C	9.9%	-5.3	83.1	88.3	2.0	176	-51.4%	-2.0	176
CCN(CC)S(=O)(=O)c1ccc(NC(=O)Cn2cnc3ccccc3c2=O)cc1	-9.3%	33.7	91.3	57.6	-2.9	99	-48.3%	2.9	99
CCc1nnc(NC(=O)c2cc(-c3ccccc3)nn2-c2ccccc2)s1	15.0%	-3.2	65.4	68.6	1.5	102	-1.0%	-1.5	102
S=C1NC2=C(C(c3ccc(Br)cc3)N1)N1CCC2CC1 (stereo unspecified)	-8.0%	-5.4	93.2	98.6	14.2	166	-10.0%	-14.2	166
CCC1Cc2c(nc3c4c(nc(N5CCOCC5)c(C#N)c24)NC(C)=N3)O1 (stereo unspecified)	x	-0.1	80.5	80.6	10.1	147	x	-10.1	147
COC(=O)[C@H](C(C)C)n1c(C)c(C(C)=O)c(C(C)=O)c1C	-5.5%	-1.5	94.8	96.3	10.6	97	9.2%	-8.4	97
CSc1ccccc1NC(=O)Nc1ccc(Cl)cc1	-6.7%	-19.7	35.3	54.9	38.4	185	16.9%	-38.4	185
CC(/C=N/n1c(COc2ccccc2)n[nH]c1=S)=C\c1ccccc1	-2.0%	x	x	x	6.6	148	4.2%	-6.6	148
C=C(C)Cn1c(NCCOC)nc2c1c(=O)[nH]c(=O)n2C	x	-1.3	92.3	93.6	6.3	129	x	-6.3	129
COc1ccc(C2(C(=O)Nc3nncs3)CCCC2)cc1	-13.4%	4.2	82.6	78.4	7.6	63	14.9%	-7.6	63
C(/C=C/c1ccccc1)=N/N1CCN(c2ccccc2)CC1	-5.3%	x	x	x	19.5	124	13.1%	-19.5	124
CCOC(=O)N1CCC(NC(=O)C2CCN(c3nc(-c4ccc(OC)cc4)no3)CC2)CC1	-8.1%	x	x	x	-11.2	139	-23.8%	11.2	139
N=C1C(c2nc3ccccc3s2)=C(O)CN1Cc1ccco1	-3.0%	0.2	64.7	64.5	-6.0	157	-17.6%	6.0	157
O=C(O)CSc1nnc(C2CC2)n1-c1ccccc1	-2.7%	17.9	109.7	91.8	-5.1	119	-15.6%	5.1	119
CCCCN(CC)CCNC(=O)c1cc2c(=O)n(C)c3ccccc3c2n1C	-10.5%	-0.1	54.9	55.0	20.2	170	-79.1%	-20.2	170
CCCOc1c(Br)cc(C(=O)NCC)cc1OC	-0.1%	4.5	90.0	85.6	-0.5	98	19.4%	0.5	98
CCCC1(CCC)NC(=O)N(CC(=O)Nc2ccccc2OC)C1=O	-11.5%	19.9	122.5	102.7	7.4	197	18.3%	-7.4	197
c1ccc2c(c1)nc(N1CCOCC1)c1nnnn12	27.2%	-5.6	94.5	100.1	x	x	-26.7%	x	x
COC(=O)C1CCN(c2cc(=O)n(Cc3ccc(F)cc3)c(=O)[nH]2)CC1	x	-19.1	72.7	91.8	6.1	112	x	-6.1	112
Cc1cc(C)c(NC(=O)CS(=O)CC(=O)Nc2cccnc2)c(C)c1 (stereo unspecified)	7.4%	x	x	x	-9.4	121	-13.5%	9.4	121
O=c1[nH]c(CN2CCCCC2)nc2ccccc12	-6.4%	19.1	106.1	87.0	-2.1	149	-40.7%	2.1	149
OCCN1CCOCCOCCN(CCO)CCN(CCO)CC1	-3.3%	-2.3	82.5	84.8	-6.1	127	-43.6%	6.1	127
Cc1nnc(NC(=O)c2ccncc2)s1	11.4%	-9.9	91.0	100.9	-8.6	190	-5.1%	8.6	190
CCOc1ccccc1-n1c(N)c(C(N)=O)sc1=S	5.9%	-9.7	92.3	101.9	-3.9	150	-1.9%	3.9	150
COc1cc(/C=N/Nc2nn3cnnc3c3ccccc23)cc(OC)c1OC	12.9%	x	x	x	1.1	184	7.8%	-1.1	184
CCc1ccc(-c2ccc(C(=O)O)cc2)nc1	1.9%	6.2	87.4	81.3	5.0	138	10.9%	-5.0	138
Cc1ccc(-c2ccc(/C=N/N=C3/NC(=O)C(CC(=O)O)S3)o2)c([N+](=O)[O-])c1 (stereo unspecified)	6.9%	5.5	90.5	85.0	15.6	182	-27.2%	-15.6	182
Cc1cc(NS(=O)(=O)c2ccc(NC(=O)CN3C(=O)c4ccccc4C3=O)cc2)nc(C)n1	1.2%	-8.2	84.9	93.1	12.2	198	-8.9%	-12.2	198
CCOC(=O)c1ccc2[nH]c(C)c(CN3CCN(C)CC3)c(=O)c2c1	x	-1.7	87.8	89.5	-2.2	115	x	2.2	115
Cc1cccc(CCNC(=O)C2CCN(S(=O)(=O)c3c(C)noc3C)CC2)c1	3.3%	2.2	83.5	81.3	-0.7	136	-1.6%	0.7	136
Cc1cccc(/C(N)=N/OC(=O)N2c3ccccc3Sc3ccccc32)c1	-3.4%	x	x	x	-1.4	111	4.2%	1.4	111

Ordered by the number under Bcl-B TR3 displacers (lowest first): three from the list above.
SMILES,Bcl-B TR3 displacers,NFkB transloc pot,NFkB transloc pot cell count 2 µM,PLAP inhibition
Cc1ccc(S(=O)(=O)NC(CC(=O)n2nc(C)cc2C)c2ccccc2)cc1 (stereo unspecified),-10.0%,-9.2,152,-13.9%
S=C1NC2=C(C(c3ccc(Br)cc3)N1)N1CCC2CC1 (stereo unspecified),-8.0%,14.2,166,-10.0%
CCc1ccc(-c2ccc(C(=O)O)cc2)nc1,1.9%,5.0,138,10.9%
